Bioassay records (PubChem BioAssay)
Cneo AK release: Cryptococcus neoformans lysis via adenylate kinase release; C. neoformans lysis, adenylate kinase release luminescence, 4 h; normalised: neutral wells 0, clomiphene wells 100; AID 651654; lysis activity, % at 15 µM; actives 0.2% (n = 360,000);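 active = mean lysis activity across replicates of at least 80%, whatever share of replicates individually reach that level; inactive = mean lysis activity below 80%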
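Material – log-phase Cryptococcus neoformans yeast cells · Input – 5 × 10^6 yeast cells/mL · Medium – fresh YPD growth medium · Doses – single compound concentration per well · Timing – static 4 h at 37 °C with compound, 1 h detection · Detection – adenylate kinase release luminescence · Read-out – signal increase indicating cell lysis · Control set – Clomiphene as positive lysis control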
E-selectin induc: induces E-selectin expression in human endothelial cells. HUVEC E-selectin immunofluorescence imaging; normalized: neutral wells 0, TNF-alpha wells 100. AID 686992. P16581. actives 0.37% (n = 260,000). activation, % at 7.58 µM;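 active = mean E-selectin-positive cell signal at least 10% of the positive control, reached in at least 60% of replicates, without over 20% cell loss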;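 note: in these data hits start at about 27%; measured in HUVEC primary endothelial cells; signal is the percent of cells scored E-selectin positive by PE staining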
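Test system – human umbilical vein endothelial cells (HUVEC), E-selectin induction · Input – 3,000 HUVEC seeded per well · Buffer or medium – EGM-2, gelatin · Compound dosing – single-point compound dose · Detection – immunofluorescence imaging · Measure – percent E-selectin-positive cells · Controls – TNF-alpha high, DMSO low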
ERAP1 inh: ERAP1 (human) enzyme inhibition | Q9NZ08 | recombinant ERAP1, Leu-AMC fluorescence, 60 min | inhibition, % at 10.7 µM | actives 0.15% (n = 340,000) | AID 652197;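 active = mean replicate inhibition of at least 30%, or all replicates individually reaching that 30% level; inactive = mean below 30% and not every replicate reaching it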;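 note: 0% = neutral control wells and 100% = L-leucinethiol positive control wells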
Target sequence (Q9NZ08 whole entry, looked up): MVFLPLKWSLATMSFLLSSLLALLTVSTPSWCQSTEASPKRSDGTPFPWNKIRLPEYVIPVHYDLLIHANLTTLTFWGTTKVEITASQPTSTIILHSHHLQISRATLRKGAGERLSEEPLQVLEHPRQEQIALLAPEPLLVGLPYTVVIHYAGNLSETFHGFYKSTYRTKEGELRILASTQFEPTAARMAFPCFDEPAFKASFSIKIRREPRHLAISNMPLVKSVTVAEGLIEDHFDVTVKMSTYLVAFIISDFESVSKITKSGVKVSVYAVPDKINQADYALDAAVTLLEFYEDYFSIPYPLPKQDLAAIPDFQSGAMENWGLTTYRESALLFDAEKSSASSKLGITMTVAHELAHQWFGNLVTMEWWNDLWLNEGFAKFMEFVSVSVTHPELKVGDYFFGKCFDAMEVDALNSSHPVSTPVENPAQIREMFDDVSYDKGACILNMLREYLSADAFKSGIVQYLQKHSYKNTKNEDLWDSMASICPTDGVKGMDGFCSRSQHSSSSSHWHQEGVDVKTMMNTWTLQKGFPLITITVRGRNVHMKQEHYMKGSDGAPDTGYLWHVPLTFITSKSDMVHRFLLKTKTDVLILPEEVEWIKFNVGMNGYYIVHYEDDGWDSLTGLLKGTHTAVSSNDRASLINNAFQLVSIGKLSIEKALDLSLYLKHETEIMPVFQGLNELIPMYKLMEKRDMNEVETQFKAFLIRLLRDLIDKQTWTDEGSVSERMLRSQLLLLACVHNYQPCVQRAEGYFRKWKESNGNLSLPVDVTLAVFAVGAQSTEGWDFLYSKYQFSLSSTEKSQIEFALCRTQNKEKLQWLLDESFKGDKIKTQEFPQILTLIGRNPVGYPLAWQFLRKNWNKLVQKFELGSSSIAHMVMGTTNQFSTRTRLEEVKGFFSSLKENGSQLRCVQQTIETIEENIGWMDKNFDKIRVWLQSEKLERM
miR122 inh: miR-122 inhibition in Huh7 cells. Huh7 miR-122 Renilla luciferase sensor, 48 h; neutral wells = 0, positive control = 100. AID 602342. actives 0.3% (n = 340,000). activation (reporter increase), % at 12.5 µM;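 active = mean replicate activation score at least 90 and every replicate individually at or above 90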;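 note: higher luciferase means less miR-122 activity so hits act as miR-122 inhibitors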
PGC1a acetyl inh: lowers PGC1a acetylation signal in U2OS cells. AlphaScreen anti-acetyl-lysine; with virally co-expressed GCN5 acetyltransferase. inhibition, % at 15.6 µM. actives 0.17% (n = 350,000);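 active = every replicate shows inhibition of at least 40%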;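 note: 0% = neutral control wells and 100% = positive control wells; some results beyond the cut were filed as inactive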
PglD DTNB: inhibitors of Campylobacter jejuni PglD acetyltransferase; purified PglD enzyme, DTNB colorimetric CoA detection; inhibition, % at 12.5 µM; actives 0.098% (n = 360,000); in the data active = inhibition above about 16%, passing the limit was not always enough; note: strong numbers were not always called active
RAD54 inh: blocks human RAD54 Holliday junction branch migration; Q92698; actives 0.14% (n = 360,000); AID 602329; inhibition, % at 10.4 µM; FAM/BHQ fluorescence;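 active = mean normalized replicate activity at least 40 and at least half of replicates scoring 40 or more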;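 note: 0% = median of neutral control wells and 100% = median of positive control wells; inhibitors cause a drop in the FAM fluorescence signal; in these data hits start at about 50%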
RAD52 inh: blocks human RAD52 DNA annealing; inhibition, % at 18.7 µM; actives 0.46% (n = 360,000); recombinant RAD52 DNA annealing, FRET fluorescence; P43351;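 active = every replicate showing at least 50% inhibition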
* marks the source's active call; other numbers are inactive results; . = not tested or not shown; & = joins results of further samples; [ ] = dose if it differs, or a comment. An unsorted share of the library; 1.4% or so of the library scored in one or more.

no.	Compound	Cneo AK release	E-selectin induc	ERAP1 inh	miR122 inh	PGC1a acetyl inh	PglD DTNB	RAD54 inh	RAD52 inh
1	COc1ccc(OC)c(NS(=O)(=O)c2cccc3cccnc23)c1	0	-0.1	1	80	-8	-3	4	4
2	C[C@@H]1CN([C@@H](C)CO)C(=O)c2cccc(NC(=O)C3CCOCC3)c2O[C@@H]1CN(C)Cc1ccncc1	-3	228*	-2	0[16.7 µM]	21	1	-1	-2
3	CC1(NC(=O)Cc2c(F)cccc2Cl)CCS(=O)(=O)C1 (stereo not given)	0	.	-2	.	.	-4	6	-27
4	COc1cc2ccccc2cc1C(=O)Nc1ccc2oc(=O)ccc2c1	-3	.	1	-3	17	2	0	-11
5	O=C1NC(C(=O)O)=CC(c2cccc(Cl)c2Cl)N1 (stereo not given)	-2	-0.1	-2	.	.	1	-2	-10
6	C[C@@H]1CN([C@@H](C)CO)C(=O)c2cc(NS(C)(=O)=O)ccc2O[C@@H](C)CCCCO[C@@H]1CN(C)Cc1ccc(C(F)(F)F)cc1	3	-0.2	.	6[16.7 µM]	-2	-2	-5	.
7	COc1cc(NC(=O)C2C3CCC(O3)C2C(=O)O)cc(OC)c1 (stereo not given)	-1	12	0	3	-3	0	-13	-15
8	Cc1ccc(Nc2nc(=O)c3cccnc3s2)c(Br)c1	2	.	-1	9	5	10	-15	-2
9	O=C(c1cnn2c(C(F)F)cc(-c3ccccc3)nc12)N1CCCCC1c1cccnc1 (stereo not given)	-2	.	7	-4	6	1	2	-20
10	c1ccc2c(c1)CCN(CCCNc1nc3ccccc3n3cnnc13)C2	-1	0.2	7	-4	4	-3	22	-1
11	CCN(C(=O)COC(=O)CCn1c(C)csc1=O)c1c(N)n(Cc2ccccc2)c(=O)[nH]c1=O	1	.	3	-11	-1	-4	-2	-11
12	CCC(=O)N1C[C@@H](C)[C@@H](OC)CN(C)C(=O)c2ccc(NC(=O)COC)cc2OC[C@@H]1C	2	0.1	1	7[16.7 µM]	-5	1	-5	-11
13	COc1ccc(OC)c(S(=O)(=O)N2CCN(C)CC2c2ccccc2)c1 (stereo not given)	-2	-0.2	3	7	-1	-2	10	-10
14	Cc1ccc(OCCC(=O)OCC(=O)NCc2ccccc2)cc1	.	1.7	2	-3	6	.	.	-11
15	COC(=O)[C@@H]1C[C@@H]2CC[C@@H](O)C[C@@H]2N1Cc1ccc(N2CCN(C)CC2)cc1	-2	-0.2	0	2	5	-1	-3	-5
16	Cc1ccc(C(=O)OCC(=O)Nc2ccc3c(c2)OCO3)cc1S(=O)(=O)N1CCOCC1	-1	.	.	13	5	2	1	.
17	COc1ccc(NC(=O)Nc2ccc3c(c2)C(=O)N([C@H](C)CO)C[C@@H](C)[C@H](CN(C)S(=O)(=O)c2c(C)noc2C)OCCCC[C@@H](C)O3)cc1	60	0.1	.	-8[16.7 µM]	7	-3	1	.
18	COc1cccc(OC)c1OCCCOc1ccc(C)cc1Br	-10	0.0	.	6	-2	-1	-3	.
19	COc1cccc(C(=O)Nc2ccc(NC(=O)Cc3ccccc3)cc2)c1	-4	0.3	0	-6	-6	5	2	-5
20	COc1cccc(-c2ccc3ncnc(NCc4cccc(C)c4)c3c2)c1	18	0.4	0	4	10	1	-6	-8
21	Cc1noc(C)c1S(=O)(=O)Nc1cccc2c1O[C@@H](CN(C)S(=O)(=O)c1ccc(F)cc1)[C@@H](C)CN([C@H](C)CO)C2=O	-5	-0.1	2	8[16.7 µM]	0	-2	-1	-55
22	CCOc1ccc(C(=O)NCC(=O)OCCCOC(=O)CNC(=O)c2ccc(OCC)cc2)cc1	2	.	-1	3	1	-2	-1	-6
23	COc1cccc(C(c2nnnn2C2CCCC2)N2CCN(C/C=C/c3ccccc3)CC2)c1OC (stereo not given)	1	.	-1	37	-19	4	13	-22
24	O=C(NNc1ccc(Cl)cc1)c1cccs1	2	0.3	-2	7	-1	2	-3	-11
25	Cc1cc(Br)ccc1NC(=O)c1ccc(-n2cncn2)c([N+](=O)[O-])c1	2	4.1	3	5	1	0	-1	-1
26	CCN(CC(=O)NCCCN1CCOCC1)S(=O)(=O)c1cc(Cl)ccc1Cl	1	.	0	-1	21	0	-4	-10
27	CC(=O)N(C)C[C@@H]1Oc2cc(-c3ccccc3C)ccc2S(=O)(=O)N([C@H](C)CO)C[C@H]1C	0	-0.1	-1	3[16.7 µM]	0	1	-2	-3
28	O=C(c1cccs1)N1CCCC(c2nc3c(nnn3Cc3c(Cl)cccc3Cl)c(=O)[nH]2)C1 (stereo not given)	0	0.1	2	-1	7	-2	-6	1
29	c1ccc(CCN=C2CCCc3c2[nH]c2ccccc32)cc1	1	.	.	-2	5	-3	0	-2
30	C[C@@H]1CN([C@@H](C)CO)C(=O)c2cc(/C=C/c3ccccc3)cnc2O[C@H]1CN(C)S(=O)(=O)c1ccccc1F	2	-0.3	0	0[16.7 µM]	-4	12	7	8
31	Cc1ccc(S(=O)(=O)NC2CCC(C(=O)O)CC2)cc1 (stereo not given)	-1	.	.	-3	-23	2	-7	.
32	O=C(CSc1nnc(Nc2ccccc2F)s1)NCC1CCCO1 (stereo not given)	.	.	1	-2	10	.	.	-13
33	Cc1nc(-c2ccccc2)nc(-c2ccccc2)n1	1	0.0	-1	.	.	-1	3	-4
34	COc1cccc(NC(=O)N(C)C[C@@H]2Oc3ncc(C#Cc4cccnc4)cc3C(=O)N([C@@H](C)CO)C[C@@H]2C)c1	6	.	-2	-10[16.7 µM]	8	5	6	0
35	CC1CN(C(=O)COc2ccc3c(-c4ccccc4)cc(=O)oc3c2)CC(C)O1 (stereo not given)	-1	.	-5	-8	0	0	-2	-10
36	CCOC(=O)c1c(Nc2ccccc2)sc(/C=C2\C=Nc3ccccc32)c1O	1	.	.	-6	14	0	3	.
37	Clc1cccc(-c2ccc(C=Nc3ccc(N4CCOCC4)cc3)o2)c1Cl	.	1.2	-1	.	4	.	.	-14
38	Cc1cc(C(=O)NCCC(c2ccccc2)c2ccccc2)c(C)o1	1	.	.	1	5	-3	-8	.
39	CN(C)C(=O)c1cc(C(=O)c2ccc(Cl)cc2Cl)c[nH]1	0	22	-2	.	.	1	-3	-13
40	Cc1ccc(NC(=O)N2CCCC2C(=O)Nc2nnc(C(C)C)s2)cc1 (stereo not given)	-1	.	-1	-1	.	4	5	-2

In a second layout: entries from further up.
28: O=C(c1cccs1)N1CCCC(c2nc3c(nnn3Cc3c(Cl)cccc3Cl)c(=O)[nH]2)C1 (stereo not given)
29: c1ccc(CCN=C2CCCc3c2[nH]c2ccccc32)cc1
30: C[C@@H]1CN([C@@H](C)CO)C(=O)c2cc(/C=C/c3ccccc3)cnc2O[C@H]1CN(C)S(=O)(=O)c1ccccc1F
31: Cc1ccc(S(=O)(=O)NC2CCC(C(=O)O)CC2)cc1 (stereo not given)
32: O=C(CSc1nnc(Nc2ccccc2F)s1)NCC1CCCO1 (stereo not given)
33: Cc1nc(-c2ccccc2)nc(-c2ccccc2)n1
34: COc1cccc(NC(=O)N(C)C[C@@H]2Oc3ncc(C#Cc4cccnc4)cc3C(=O)N([C@@H](C)CO)C[C@@H]2C)c1
35: CC1CN(C(=O)COc2ccc3c(-c4ccccc4)cc(=O)oc3c2)CC(C)O1 (stereo not given)
36: CCOC(=O)c1c(Nc2ccccc2)sc(/C=C2\C=Nc3ccccc32)c1O
37: Clc1cccc(-c2ccc(C=Nc3ccc(N4CCOCC4)cc3)o2)c1Cl
assay / entry | 28 | 29 | 30 | 31 | 32 | 33 | 34 | 35 | 36 | 37
Cneo AK release | 0 | 1 | 2 | -1 | . | 1 | 6 | -1 | 1 | .
E-selectin induc | 0.1 | . | -0.3 | . | . | 0.0 | . | . | . | 1.2
ERAP1 inh | 2 | . | 0 | . | 1 | -1 | -2 | -5 | . | -1
miR122 inh | -1 | -2 | 0[16.7 µM] | -3 | -2 | . | -10[16.7 µM] | -8 | -6 | .
PGC1a acetyl inh | 7 | 5 | -4 | -23 | 10 | . | 8 | 0 | 14 | 4
PglD DTNB | -2 | -3 | 12 | 2 | . | -1 | 5 | 0 | 0 | .
RAD54 inh | -6 | 0 | 7 | -7 | . | 3 | 6 | -2 | 3 | .
RAD52 inh | 1 | -2 | 8 | . | -13 | -4 | 0 | -10 | . | -14

38: Cc1cc(C(=O)NCCC(c2ccccc2)c2ccccc2)c(C)o1
39: CN(C)C(=O)c1cc(C(=O)c2ccc(Cl)cc2Cl)c[nH]1
40: Cc1ccc(NC(=O)N2CCCC2C(=O)Nc2nnc(C(C)C)s2)cc1 (stereo not given)
assay / entry | 38 | 39 | 40
Cneo AK release | 1 | 0 | -1
E-selectin induc | . | 22 | .
ERAP1 inh | . | -2 | -1
miR122 inh | 1 | . | -1
PGC1a acetyl inh | 5 | . | .
PglD DTNB | -3 | 1 | 4
RAD54 inh | -8 | -3 | 5
RAD52 inh | . | -13 | -2

Further entries follow:
no.	Compound	Cneo AK release	E-selectin induc	ERAP1 inh	miR122 inh	PGC1a acetyl inh	PglD DTNB	RAD54 inh	RAD52 inh
41	CCOC(=O)CN(C(=O)CSc1nnc(C)n1-c1ccccc1)c1ccccc1	-1	.	2	.	0	1	2	-7
42	CC(C)NC(=O)Nc1ccc2c(c1)CC(=O)N([C@H](C)CO)C[C@H](C)[C@H](CN(C)Cc1ccccc1)O2	-2	0.2	0	-6[16.7 µM]	-5	3	11	-6
43	C[C@H]1CN([C@@H](C)CO)C(=O)c2cccc(NS(=O)(=O)c3cn(C)cn3)c2O[C@H]1CN(C)S(=O)(=O)c1cn(C)cn1	-10	-0.1	0	-4[16.7 µM]	12	1	8	-3
44	C[C@H](CO)N1C[C@H](C)[C@@H](CN(C)S(=O)(=O)c2ccc(-n3cccn3)cc2)OCc2cn(nn2)CCCC1=O	5	0.2&-0.2	3&-4	-4	-7&7	-1	3	-17&9
45	O=C(NC(=S)NCCN1CCOCC1)c1ccccc1Cl	0	.	.	-2	-14	1	12	.
46	CCS(=O)(=O)N1CC(=O)N2[C@H](CO)[C@@H](c3ccc(C#CC4CCCCC4)cc3)[C@H]2C1	.	0.0	2	.	-16	.	.	-10
47	O=C(C[C@H]1C=C[C@H](NC(=O)CCN2CCCCC2)[C@H](CO)O1)Nc1nccs1	0	-0.1	0	-11[16.7 µM]	1	-1	-1	16
48	COC(=O)C[C@@H]1CC[C@H]2[C@@H](COC[C@H](O)CN2CCC(F)(F)F)O1	-2	0.0	.	-1[16.7 µM]	-4	-4	9	.
49	C=CCOc1ccc(C(=O)Nc2ccccc2C(=O)N2CCCC2)cc1	1	-0.2	0	3	2	0	4	-14
50	O=C(c1cc2ccccc2oc1=O)N1CCOCC1	0	0.9	3	-3	-13	9	10	2
51	CN(C)CC#Cc1ccc([C@H]2[C@H](CO)N3C(=O)CN(C(=O)Cc4cccnc4)C[C@@H]23)cc1	.	0.1	-2	.	10	.	.	-6
52	O=C(NCCCl)Nc1cccnc1Cl	.	-1.9	-3	-3	5	.	.	-7
53	O=C(NCc1ccccc1)C1=C[C@@H](c2ccccc2)C[C@@H](OCCCCO)O1	-2	1.0	2	5	16	-2	2	-30
54	COc1ccc(CCN(C)C(=O)C2CCN(Cc3ccccc3)CC2)cc1OC	-1	-3.2	-2	.	3	-6	0	-6
